# UBC13 inh – UBC13 polyubiquitin chain formation inhibitors, primary screen, biochemical, TR-FRET, uHTS; inhibition, % at 20 µM; 0.47% of 330,000 active; AID 485273, 2010; in the data active = inhibition above about 45%, passing the limit was not always enough
# Target sequence (P61088 whole entry, looked up): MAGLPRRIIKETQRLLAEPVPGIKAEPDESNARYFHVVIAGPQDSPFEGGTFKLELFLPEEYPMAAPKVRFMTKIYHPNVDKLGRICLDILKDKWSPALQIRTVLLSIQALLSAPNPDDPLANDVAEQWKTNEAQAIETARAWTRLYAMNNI
# SENP6 block – SENP6 protease inhibitors, primary screen, biochemical, luminescence, uHTS | Sentrin-specific protease 6 (Homo sapiens), Q9GZR1 | AID 2599, 2010 | 1.8% of 330,000 active | Recombinant SENP6 catalytic domain, aminoluciferin luminescence | inhibition, % at 10 µM;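 active = inhibition above about 50% at the single tested dose, limit read from the data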;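 note: plate controls were DMSO wells with enzyme for no effect and DMSO wells lacking enzyme for full effect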
# Target sequence (Q9GZR1 628-1112 limits assumed): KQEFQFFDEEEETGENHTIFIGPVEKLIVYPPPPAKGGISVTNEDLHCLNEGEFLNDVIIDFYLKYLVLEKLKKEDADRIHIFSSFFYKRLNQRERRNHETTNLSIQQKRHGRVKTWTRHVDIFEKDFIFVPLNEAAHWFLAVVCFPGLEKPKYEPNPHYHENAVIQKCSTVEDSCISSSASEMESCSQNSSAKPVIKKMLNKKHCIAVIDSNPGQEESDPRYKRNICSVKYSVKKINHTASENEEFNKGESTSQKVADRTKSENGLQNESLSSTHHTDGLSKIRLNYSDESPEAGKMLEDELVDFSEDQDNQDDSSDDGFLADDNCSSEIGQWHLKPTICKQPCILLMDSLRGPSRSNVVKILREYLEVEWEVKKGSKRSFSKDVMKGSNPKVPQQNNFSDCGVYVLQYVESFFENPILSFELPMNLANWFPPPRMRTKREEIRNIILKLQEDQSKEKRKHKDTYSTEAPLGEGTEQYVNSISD
# SENP8 block-1 – human SENP8 protease inhibitors, primary screen, biochemical, fluorescence, Nedd8 protein substrate, uHTS. Sentrin-specific protease 8 (Homo sapiens), Q96LD8. recombinant SENP8. inhibition, % at 20 µM. 0.64% of 360,000 active. AID 602440, 2012; in the data active = inhibition mostly above about 40%, no sharp cut-off; inactive = mostly below about 27%
# SENP1 FRET inh – human SENP1 catalytic domain inhibitors, primary screen, biochemical, FRET, uHTS; Sentrin-specific protease 1 (Homo sapiens), Q9P0U3; recombinant SENP1 catalytic domain, CyPet-SUMO1-YPet FRET cleavage; inhibition, % at 10 µM; 0.21% of 360,000 active; AID 624204, 2012;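 active = inhibition at least 30% at 10 µM, raw YFP signal under a set limit, fluorescence ratio 0.5 to 1.5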;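 note: 0% = enzyme with DMSO and 100% = no enzyme wells; some results filed as inactive read as strong as hits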
#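 Assay system: hSENP1 catalytic domain, recombinant. Amount: SENP1 enzyme, 20 pM final. Schedule: 50 min reaction, RT, dark. Technique: FRET, CFP and YFP emission. Control set: no-enzyme wells low, DMSO-plus-enzyme wells high control.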
# APOBEC3G inh – APOBEC3G DNA deaminase inhibitors, primary screen, biochemical, fluorescence, single-stranded DNA substrate, uHTS; DNA dC->dU-editing enzyme APOBEC-3G (Homo sapiens), Q9HC16; recombinant A3G, ssDNA deamination FAM/TAMRA fluorescence; inhibition, % at 20 µM; 0.28% of 330,000 active; AID 493012, 2011;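 active = inhibition of at least 40% at 20 µM, with no more than 30% in the related APOBEC3A deaminase screen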;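 note: plate controls were DMSO wells with A3G for no effect and wells lacking A3G enzyme for full effect; some compounds called inactive have numbers as strong as hits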
# Apaf-1 inh – inhibitors of human Apaf-1 apoptosome, primary screen, biochemical, DEVD-Rh110 fluorescence, uHTS | Apoptotic protease-activating factor 1 (Homo sapiens), O14727 | 0.71% of 330,000 active | inhibition, % at 20 µM | reconstituted apoptosome caspase-3 activity; active = inhibition of at least 40% at 20 µM;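 note: plate controls were DMSO wells for no effect and DEVD-CHO caspase inhibitor wells for full effect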
#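 Medium: Hepes buffer, pH 7.5 / System: biochemical Apaf-1 apoptosome reconstitution / Measured by: Rh110 fluorescence, excitation 480 nm, emission 540 nm / Times: compound with Apaf-1, dATP, procaspase-3 30 min, then 50 min reaction, room temperature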
# SENP8 block-2 – SENP8 protease inhibitors, primary screen, biochemical, luminescence; Sentrin-specific protease 8 (Homo sapiens), Q96LD8; purified SENP8, Z-RLRGG-aminoluciferin cleavage; inhibition, % at 10 µM; 1.2% of 330,000 active; AID 2540, 2010; in the data active = inhibition above about 50%
# SENP7 inh – SENP7 protease inhibitors, primary screen, biochemical, luminescence, uHTS. AID 434973, 2010. recombinant SENP7, Z-RLRGG-aminoluciferin luminescence, 40 min. 1.5% of 330,000 active. inhibition, % at 5 µM. Sentrin-specific protease 7 (Homo sapiens), Q9BQF6;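 active = inhibition above about 50% at the single test dose, limit read from the data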;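 note: plate controls were DMSO with enzyme for no effect and no enzyme buffer wells for full effect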
# Target sequence (Q9BQF6 706-1050 limits assumed): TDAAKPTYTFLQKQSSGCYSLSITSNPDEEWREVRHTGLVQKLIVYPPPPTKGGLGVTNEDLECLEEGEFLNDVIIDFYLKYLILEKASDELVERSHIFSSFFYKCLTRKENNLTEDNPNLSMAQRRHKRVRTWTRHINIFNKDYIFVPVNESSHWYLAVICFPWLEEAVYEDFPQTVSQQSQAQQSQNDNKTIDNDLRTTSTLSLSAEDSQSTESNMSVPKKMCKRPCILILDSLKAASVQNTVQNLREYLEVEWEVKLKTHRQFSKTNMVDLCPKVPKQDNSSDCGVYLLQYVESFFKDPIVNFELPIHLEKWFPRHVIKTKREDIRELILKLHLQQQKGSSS
# Numbers without * were called inactive; i = inactive; / = no result given.
SMILES,UBC13 inh,SENP6 block,SENP8 block-1,SENP1 FRET inh,APOBEC3G inh,Apaf-1 inh,SENP8 block-2,SENP7 inh
C=CCn1c(NCc2c[nH]c3ccccc23)nc2ccccc21,16,10,24,-1,-4,0,-1,-2
O=[N+]([O-])c1cc([N+](=O)[O-])c2cccnc2c1O,-36,0,/,/,-5,13,-19,-4
Cc1ccc(C)c(NC(=O)c2cccc(Oc3ccc([N+](=O)[O-])cc3Cl)c2)c1,-49,-12,24,0,-5,37,-10,-4
O=C(NCc1ccccc1Cl)C1=CC=CN2CCS(=O)(=O)N=C12,12,6,i,-2,-6,-7,1,2
Cc1ccc(S(=O)(=O)Nc2nccs2)cc1[N+](=O)[O-],-1,6,10,2,0,6,0,5
O=[N+]([O-])c1cccnc1SCc1c(F)cccc1Cl,-4,-20,31,2,-13,8,-2,-8
Cc1ccc(N=C2NC(=O)CS2)c(C)c1,2,-3,32,0,-4,-4,-3,1
Cc1cc2oc(=O)cc(CN3CCN(S(=O)(=O)c4cccs4)CC3)c2cc1C(C)C,1,3,14,2,-8,13,5,9
Cc1cc(NC(=O)CSc2nnc3ccccn23)no1,-1,-4,-4,1,-11,-6,-7,1
CCCCOc1ccc(NC(=S)Nc2cc(C)nc(SCCCC)n2)cc1,-6,-2,-11,2,-4,13,-12,-10
O=C1NCCCc2nonc21,-6,5,10,2,-3,-6,6,6
CCc1ccc(NC(=O)C(CC)Sc2nc3ccsc3c(=O)n2CCC(=O)O)cc1 (configuration not stated),-4,-12,2,2,-2,0,-6,-2
O=C(c1cccs1)N1CCN(Cc2ccccc2[N+](=O)[O-])CC1,2,5,8,2,1,12,-9,8
O=C(O)c1cc(NS(=O)(=O)c2ccc(N3CCOCC3)c([N+](=O)[O-])c2)cc(C(=O)O)c1,12,-6,10,2,-7,-1,-2,1
Cc1cc[n+](C(C)C(=O)c2ccc(-c3ccccc3)cc2)cc1 (configuration not stated),4,-36,-36,2,-10,15,-11,-10

# Random excerpt: three compounds from above, in no set order.
SMILES,UBC13 inh,SENP6 block,SENP8 block-1,SENP1 FRET inh,APOBEC3G inh,Apaf-1 inh,SENP8 block-2,SENP7 inh
O=C(c1cccs1)N1CCN(Cc2ccccc2[N+](=O)[O-])CC1,2,5,8,2,1,12,-9,8
Cc1ccc(N=C2NC(=O)CS2)c(C)c1,2,-3,32,0,-4,-4,-3,1
Cc1cc(NC(=O)CSc2nnc3ccccn23)no1,-1,-4,-4,1,-11,-6,-7,1

# Looked up above.
# Value of O=C(c1cccs1)N1CCN(Cc2ccccc2[N+](=O)[O-])CC1 under Apaf-1 inh: 12
# Value of Cc1cc2oc(=O)cc(CN3CCN(S(=O)(=O)c4cccs4)CC3)c2cc1C(C)C under SENP8 block-1: 14
# Value of Cc1cc[n+](C(C)C(=O)c2ccc(-c3ccccc3)cc2)cc1 (configuration not stated) under APOBEC3G inh: -10
# Value of Cc1cc(NC(=O)CSc2nnc3ccccn23)no1 under UBC13 inh: -1

# Remaining list, next part.
SMILES,UBC13 inh,SENP6 block,SENP8 block-1,SENP1 FRET inh,APOBEC3G inh,Apaf-1 inh,SENP8 block-2,SENP7 inh
COc1cc(OC)cc(-c2oc(=O)c3cc(OC)c(OC)cc3c2/C=C/c2ccc(F)cc2)c1,6,-6,-422,-7,1,13,1,1
CCC(=O)C1CCCN(C(=O)c2ccc(OC3CCN(C(=O)CCOC)CC3)cc2)C1 (configuration not stated),3,-13,2,2,-1,-8,6,-10
CCOCCCNS(=O)(=O)c1ccc(NC(=O)N2c3ccccc3Sc3ccccc32)cc1,32,-17,14,1,0,3,3,-3
Cc1cc(F)ccc1N1CCC(N2CCN(C)C(CCO)C2)CC1 (configuration not stated),-3,-2,10,-4,0,-3,4,22
C[C@@H](C(=O)Nc1ccc2c(c1)OCCO2)n1nnc2ccccc2c1=O,9,11,10,1,-4,-9,-5,6
NC(=O)COC(=O)c1cccc2c1-c1ccccc1C2=O,-8,-16,12,2,1,-8,-2,14
COC(=O)c1nn(-c2ccc(Oc3ccccc3)cc2)c(=O)cc1O,-8,8,10,0,-7,-1,-3,-2
COc1cccc(NC(=O)c2cc(C(=O)Nc3cccc(OC)c3)n(C)n2)c1,4,-8,16,-1,-5,41*,-10,-4
CSCCC(NC(=O)COc1ccccc1)C(=O)OC(C)C(=O)Nc1ccccc1C (configuration not stated),0,-8,8,3,-7,-5,-6,17
O=C(CSc1nncs1)Nc1ccc(Cl)cn1,2,6,9,3,-5,-10,2,4
CCOC(=O)N1CCC(NC(=O)c2ccc3c(c2)N=C(CC)c2ccccc2S3)CC1,-8,17,3,0,-4,20,9,-2
COc1ccccc1NC(=O)/C=C1\NC(=O)CS1,-3,-5,0,0,0,-1,-7,7
CCOC(=O)CCC(=O)N1CCOCCOCCOCC1,4,1,13,1,-6,-13,-4,-4
Cc1ccc(CSC2=NCCN2C(=O)c2ccc(S(=O)(=O)N(C)C)cc2)cc1,8,3,21,-3,-10,-9,4,-1
O=C(CCc1[nH]c2ccccc2c1Sc1ccccc1)N(CCO)CCO,8,-3,21,-1,-6,-8,6,-2

# 3 of the entries above in order of the SENP6 block value, smallest number first.
canonical_smiles | SENP6 block
CCC(=O)C1CCCN(C(=O)c2ccc(OC3CCN(C(=O)CCOC)CC3)cc2)C1 (configuration not stated) | -13
COc1cc(OC)cc(-c2oc(=O)c3cc(OC)c(OC)cc3c2/C=C/c2ccc(F)cc2)c1 | -6
O=C(CSc1nncs1)Nc1ccc(Cl)cn1 | 6

# (cont.)
SMILES,UBC13 inh,SENP6 block,SENP8 block-1,SENP1 FRET inh,APOBEC3G inh,Apaf-1 inh,SENP8 block-2,SENP7 inh
Cc1ccc(NC(=O)Nc2nnc(Cc3ccc([N+](=O)[O-])cc3)s2)cc1C,-1,-3,22,2,-10,8,-5,1
COC(=O)c1ccc(CN2C(=O)NC(CC(C)C)C2=O)cc1 (configuration not stated),4,-18,14,0,-10,-3,-5,-5
S=C(c1ccc(-c2ccc(Cl)cc2Cl)o1)N1CCCCC1,-6,16,13,-21,5,12,4,10
O=C(COC(=O)c1cccc(NS(=O)(=O)/C=C/c2ccccc2)c1)Nc1ccccc1OC(F)F,6,-12,0,0,-2,6,1,-3
CCOc1ccccc1C1c2cc3c(cc2OC(C)(N2CCCC2)C1C)OCO3 (configuration not stated),-9,11,12,3,-3,2,-4,-6
N/C(=N\OC(=O)CC1CCCCC1)c1cccc(Br)c1,3,37,6,4,-2,6,12,22
O=C(CCNC(=O)c1ccco1)NCCN1C(=O)S/C(=C\c2ccc(F)cc2)C1=O,-1,1,17,-2,-6,2,-2,-4
CN1CCN2c3ncccc3Cc3ccccc3[C@@H]2C1,5,6,2,-3,-5,-3,-1,11
COC(=O)C1C(c2ccc(OC)cc2)C(C(=O)OC)S(=O)(=O)C(CCN2CCCCC2)S1(=O)=O (configuration not stated),-9,-5,18,1,-10,4,-6,-13
O=C(Nc1ccccc1N1CCCC1)c1cccc(S(=O)(=O)N2CCOCC2)c1,-4,-12,10,0,-15,12,0,-8
O=C(NCc1cc(C(F)(F)F)cc(C(F)(F)F)c1)C1CC(c2ccccc2F)=NO1 (configuration not stated),0,8,3,4,-6,12,11,2
O=C(CCNC(=O)C1CCN(S(=O)(=O)c2ccc(F)cc2)CC1)NCc1ccncc1,0,11,5,0,-5,-1,5,4
Cc1cc(C(=O)Nc2ccc3ccccc3c2)oc1C,0,68*,-56,-5,-9,13,61*,54*
CCn1c(SCc2ccc(Cl)cc2)nc2nc3c(cc2c1=O)CCCC3,-3,4,2,-11,-6,22,-9,-4
CCOC(=O)c1c(N)nn(C(=O)C(C)(C)C)c1-c1ccccc1,-17,-2,5,0,-2,0,-10,-2

# Another view of 3 compounds above.
mol | UBC13 inh | SENP6 block | SENP8 block-1 | SENP1 FRET inh | APOBEC3G inh | Apaf-1 inh | SENP8 block-2 | SENP7 inh
CCOc1ccccc1C1c2cc3c(cc2OC(C)(N2CCCC2)C1C)OCO3 (configuration not stated) | -9 | 11 | 12 | 3 | -3 | 2 | -4 | -6
CCn1c(SCc2ccc(Cl)cc2)nc2nc3c(cc2c1=O)CCCC3 | -3 | 4 | 2 | -11 | -6 | 22 | -9 | -4
COC(=O)C1C(c2ccc(OC)cc2)C(C(=O)OC)S(=O)(=O)C(CCN2CCCCC2)S1(=O)=O (configuration not stated) | -9 | -5 | 18 | 1 | -10 | 4 | -6 | -13

# The listing continues:
SMILES,UBC13 inh,SENP6 block,SENP8 block-1,SENP1 FRET inh,APOBEC3G inh,Apaf-1 inh,SENP8 block-2,SENP7 inh
CCOC(=O)c1c(NC(=O)CCCC(=O)O)sc2c1CCC2,-4,-12,-67,2,-1,3,3,0
CCOc1ccc(OCC)c(-c2c(=O)n(OCc3ccccc3C(=O)OC)c3ccccc3[n+]2[O-])c1,-6,4,27,2,0,6,-1,13
O=C(NCc1ccccc1)c1cccnc1Sc1ccccc1,3,-11,22,2,-6,4,-8,-4
Brc1ccc(CN2CCCCCC2)cc1,-8,-1,6,0,-2,-2,2,-9
CCn1c(O)c(C=NC2CCCC2)sc1=S,8,-17,37,-2,0,2,-8,6
CC(=O)n1nc(-c2ccccc2)nc1NCc1ccc(N(C)C)cc1,-8,-2,14,0,-2,19,4,0
O=C(COC(=O)c1ccc2c(c1)OCCO2)NCCC1=CCCCC1,6,4,21,0,-8,-13,10,1
Cc1cc(=O)oc(C)c1C(=O)NCCC1=CCCCC1,5,-13,14,0,-2,-1,-2,4
CCN(C(=O)CSc1nncn1-c1ccccc1)C1CCS(=O)(=O)C1 (configuration not stated),8,-13,9,1,-9,17,-2,1
CN=C(Nc1ccc(Cl)cc1)c1cccc(C(F)(F)F)c1,-2,-16,39,1,-8,-2,-9,-6
Cc1cccc(N(C(=O)c2ccc(CN3CCOCC3)o2)C(C(=O)NC2CCCCC2)c2ccc(F)cc2)c1 (configuration not stated),-10,-6,25,1,-4,9,-8,-10
Cc1ccc(C)c(-n2ccnc2SCC(=O)Nc2cccc(S(=O)(=O)NC3=NCCC3)c2)c1,6,10,5,2,-9,0,1,7
COc1ccc(S(=O)(=O)Nc2ccc3c(c2)CC(=O)N([C@@H](C)CO)C[C@H](C)[C@@H](CN(C)S(=O)(=O)c2ccc(F)cc2)O3)cc1,7,-17,9,0,-9,21,-8,-2
O=C(CCC(=O)N(CC(=O)NC1CCCCC1)c1ccc2c(c1)OCO2)Nc1ccccn1,-6,-8,20,2,-7,8,-1,5
CCOC(=O)C1CCCN(C(=O)CSc2ccccc2)C1 (configuration not stated),6,41,31,1,-10,0,5,6
CC(C(=O)NCc1cccnc1)N1C(=O)c2ccccc2C1=O (configuration not stated),1,9,17,-1,-5,0,-1,-3
O=C(NCC(c1cccnc1)N1CCN(c2ccc(F)cc2)CC1)OCc1ccccc1 (configuration not stated),1,-3,23,1,2,5,-4,10
